Compound activity deposited in PubChem BioAssay by National Center for Advancing Translational Sciences (NCATS).
GAA glycogen: GAA glycogen-cleavage inhibition or activation | P10253 | recombinant GAA, glycogen substrate, Amplex Red glucose oxidase fluorescence | Potency, µM (series often up to 76.4 µM), without a hit: top-dose activity change, negative = inhibition, actives largely listed as inhibitors | actives 0.38% (n = 300,000);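 further: 0% = full enzyme reaction and -100% = no-enzyme basal signal; the screen sought inhibitors and activators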
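qHTS, 1536-well; enzyme 4 nM final; cpd up to 77 uM; substrate bovine liver glycogen 30 ug; 50 mM citrate/phosphate pH 5.0, 0.01% Tween-20; 37 C, 40 min; Amplex Red detection 45 min RT; Hill fit → AC50.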
TexasRed fluor: alters Texas Red total fluorescence, flagging assay interference; Potency, µM (titrated, usually from 106 µM), without a hit: top-dose fluorescence change, negative = quenching; TRb/SRC2 Texas Red total fluorescence interference; actives 0.29% (n = 280,000); active means well fitted curve in either direction with a large enough effect; inconclusive means small, poorly fitted or top-dose-only effect
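Human TRβ ligand-binding domain (0.6 uM) and Texas Red SRC2 peptide (20 nM) in Tris buffer with 1 uM T3 and 5% DMSO were incubated with pinned compound for 5 hr at ambient temperature. Total fluorescence was computed as S + 2P (555/632 nm).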
TRb SRC2 PPI: TRbeta-SRC2 interaction inhibition. P10828. TRbeta-SRC2 peptide binding, fluorescence polarization; receptor liganded with 1 µM T3. Potency, µM (titrated, usually from 106 µM), for inactives: at the top dose activity change, negative = inhibition, usual class: inhibitors. actives 0.065% (n = 280,000);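 further: plate controls were bound peptide for no effect and peptide without receptor for full effect; nearly all actives have a fitted effect of over 50% in size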
Target sequence (P10828 whole entry, looked up): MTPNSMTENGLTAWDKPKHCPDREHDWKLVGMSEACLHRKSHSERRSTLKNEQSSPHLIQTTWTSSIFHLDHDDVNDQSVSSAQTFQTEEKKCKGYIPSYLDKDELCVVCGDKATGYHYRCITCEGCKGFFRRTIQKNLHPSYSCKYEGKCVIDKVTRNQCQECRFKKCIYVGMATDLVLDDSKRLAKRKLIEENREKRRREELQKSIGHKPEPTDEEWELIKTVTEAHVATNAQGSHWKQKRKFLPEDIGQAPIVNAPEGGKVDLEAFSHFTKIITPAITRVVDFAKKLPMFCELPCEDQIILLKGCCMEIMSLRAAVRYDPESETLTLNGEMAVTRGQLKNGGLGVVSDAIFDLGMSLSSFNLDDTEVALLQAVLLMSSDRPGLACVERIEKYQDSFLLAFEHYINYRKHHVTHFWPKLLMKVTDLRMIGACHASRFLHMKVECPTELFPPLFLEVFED
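Read-out is fluorescence polarization (555 nm excitation, 632 nm emission) of a Texas Red SRC2 coactivator peptide; loss of signal reflects blocked binding to human TRb ligand-binding domain in the presence of 1 uM T3.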
* = called active by the depositor; ? = inconclusive; [ ] = another dose, or the depositor's remark. Unless noted, the call rests on the fitted dose curve; in most records, active means well fitted curve in the direction sought with a large enough effect; inconclusive means small, poorly fitted or top-dose-only effect, or another doubt; inactive means no such curve, though single readings can be large; an effect the other way counts as inactive or inconclusive. Unless noted, on the % scale 0 is the no-effect control and ±100 the full control effect; potency means the concentration at half of the fitted maximal effect. These rows are one share of the data (hit frequency here may not be typical).

#	SMILES	GAA glycogen	TexasRed fluor	TRb SRC2 PPI
1	COc1cc(C(=O)CC2(O)C(=O)N(Cc3ccccc3Cl)c3ccccc32)cc(OC)c1OC (centres undefined)	-11%[76.3 µM]	3%	0%
2	CCc1ccc(NC(=O)CCNC(=O)Cn2cnc3ccccc3c2=O)cc1	-3%	1%	3%
3	O=C(Nc1cc(C(F)(F)F)ccc1Cl)c1noc2c1CCCCC2	-9%[76.3 µM]	0%	-7%
4	CCc1ccc(Cn2nnc(C(=O)Nc3ccc(C)cc3)c2N)cc1	0%[76.3 µM]	-1%	-5%
5	COc1ccccc1CNC(=O)CCc1c(C)nc2c(c(C)nn2-c2ccc(C)c(C)c2)c1C	18%[76.3 µM]	0%	2%
6	Cc1cccc(CNC(=O)C(=O)Nc2ccccc2C)c1	3%[76.3 µM]	-15%	1%
7	COc1ccc(OC)c(NC(=O)Cn2ccn(-c3ccc(F)cc3)c(=O)c2=O)c1	2%[76.3 µM]	-12%	2%
8	CCCNc1ccc(-c2nc(-c3ccco3)no2)cc1[N+](=O)[O-]	15%[76.3 µM]	1%	6%
9	COc1ccc2occ(CC(=O)Nc3ccc(S(=O)(=O)Nc4nc(C)cc(C)n4)cc3)c2c1	-9%[76.3 µM]	0%	-1%
10	Cc1cccc(N2CCN(C(c3ccccc3)c3nnc(-c4ccccc4F)o3)CC2)c1C (centres undefined)	11%[76.3 µM]	-4%	-7%
11	Cc1cccc(Cc2c(C)nc3nc(SCC(=O)NCc4ccccc4)nn3c2C)c1	13%[76.3 µM]	1%	-1%
12	COc1ccc(C)cc1NC(=O)C1CCCN(S(=O)(=O)c2ccc3c(c2)oc(=O)n3C)C1 (centres undefined)	11%[76.3 µM]	0%	3%
13	Cc1cc(F)ccc1Nc1nc2ccccc2n2nnnc12	-12%[76.3 µM]	-1%	0%
14	O=C(Nc1ccccc1)c1ccc2c(O)c(S(=O)(=O)c3ccc(Cl)cc3)c(=O)[nH]c2c1	-5%[76.3 µM]	-3%	-1%
15	CCOC(=O)c1ccc(NC(=O)c2cc3sccc3n2Cc2ccc(Cl)cc2)cc1	2%[76.3 µM]	-1%	-2%
16	CCOc1ccccc1NC(=O)C1CCN(S(=O)(=O)c2c(C)noc2/C=C/c2ccco2)CC1	14%[76.3 µM]	0%	11%
17	CCOC(=O)c1c(-c2ccc(OC)cc2)oc2ccc(OCc3ccc(F)cc3F)cc12	4%[76.3 µM]	-2%	7%
18	CCCCOc1ccc(C2c3c(oc4ccccc4c3=O)C(=O)N2c2nc(C)c(C(=O)OCC)s2)cc1OC (centres undefined)	9%[76.3 µM]	5%	-2%
19	CN1CCN(C(CNC(=O)C(=O)Nc2ccc(Cl)cc2)c2cccnc2)CC1 (centres undefined)	4%[76.3 µM]	0%	-9%
20	Cc1cc(C)cc(Nc2cc(C(=O)NCCCN(C)C3CCCCC3)c3ccccc3n2)c1	15%[76.3 µM]	-1%	-3%
21	O=C(Nc1ccc(OC(F)(F)F)cc1)c1cc(-c2ccc(Cl)cc2)on1	0%[76.3 µM]	6%	-6%
22	Cc1ccc(Cn2ccn(Cc3cccc(C(F)(F)F)c3)c(=O)c2=O)cc1	13%[76.3 µM]	-26%	-4%
23	Cc1ccc(NC(=O)COCc2cc(-c3cccs3)on2)cc1Cl	0%[76.3 µM]	-11%	4%
24	O=C(Oc1ccc(F)cc1)c1nc(SCc2ccc(F)cc2)ncc1Cl	-8%[76.3 µM]	0%	-1%
25	CCOC(=O)N1CCN(C(=O)Cn2ncc3c4ccccc4n(Cc4ccc(F)cc4)c3c2=O)CC1	13%[76.3 µM]	0%	-7%
26	COc1ccc(N2CCN(C(=O)c3cc4c(=O)oc5ccc(C)cc5c4s3)CC2)cc1	-15%[76.3 µM]	?	-8%
27	CCc1ccc(NC(=O)CSc2ccc(-c3cccs3)nn2)cc1	21%[76.3 µM]	-2%	8%
28	COc1ccccc1OCCCn1c(C2CC(=O)N(c3ccccc3Cl)C2)nc2ccccc21 (centres undefined)	-5%[76.3 µM]	-2%	-7%
29	CC(=O)c1cccc(NC(=O)c2sc(-n3nc(C)c(Cc4ccc5c(c4)OCO5)c3C)nc2C)c1	1%[76.3 µM]	5%	-13%
30	CC(C)CCSc1nc2c(c(=O)n(C)c(=O)n2C)n1Cc1ccccc1Cl	16%[76.3 µM]	4%	4%

Whole records, quoted from the list:
Results for Cc1ccc(NC(=O)COCc2cc(-c3cccs3)on2)cc1Cl = GAA glycogen = 0%[76.3 µM]; TexasRed fluor = -11%; TRb SRC2 PPI = 4%
Results for COc1ccc(OC)c(NC(=O)Cn2ccn(-c3ccc(F)cc3)c(=O)c2=O)c1 = GAA glycogen = 2%[76.3 µM]; TexasRed fluor = -12%; TRb SRC2 PPI = 2%

(continued)
#	SMILES	GAA glycogen	TexasRed fluor	TRb SRC2 PPI
31	Cc1ccc(C(=O)COC(=O)c2cc(-c3cccs3)nc3ccccc23)cc1	12%[76.3 µM]	-3%	0%
32	COc1ccccc1-c1ncnn1-c1sc2c(c1C#N)CCCCC2	?	1%	-1%
33	Cc1ccc(C2Nc3ccccc3-n3c(-c4ccccc4)c4c(=O)n(C)c(=O)n(C)c4c32)cc1 (centres undefined)	-11%[76.3 µM]	-4%	-6%
34	CCC(NC(=O)Nc1cc(Cl)ccc1OC)c1c(-n2cccc2)sc2c1CCN(C)C2 (centres undefined)	-2%[76.3 µM]	-5%	3%
35	Cc1ccc2[nH]cc(S(=O)(=O)c3ccc(C)c(C)c3)c(=O)c2c1	-16%	-1%	7%
36	CCOc1ccc(NC(=O)CSc2c3c(nc4ccccc24)CCCC3)cc1	-4%[76.3 µM]	0%	1%
37	CC(=O)Nc1ccc(NS(=O)(=O)c2ccc3c(c2)CC(C)N3C(=O)C2CCC2)cc1 (centres undefined)	7%[76.3 µM]	5%	1%
38	COc1ccc(NC(=O)[C@H](Cc2ccccc2)N2Cc3ccccc3C2=O)cc1OC	-8%[76.3 µM]	?	-5%
39	COc1cccc(-c2cc(C(F)(F)F)nc(-n3nc(C)c(Br)c3C)n2)c1	-4%[76.3 µM]	6%	4%
40	CCC1CN(C(=O)N2CCC(C(=O)NCc3cccc(F)c3)CC2)c2cc(C)ccc2O1 (centres undefined)	11%[76.3 µM]	-18%	4%
41	Cc1ccc(Nc2c3c(nc4nncn24)CCC3)cc1C	16%[76.3 µM]	-1%	3%
42	COc1ccc(Br)cc1C(=O)Nc1ccc(-c2nc3ncccc3o2)cc1C	15%[76.3 µM]	-3%	6%
43	Cc1ccc2occ(CC(=O)Nc3c(C(=O)Nc4ccc(Cl)cc4)oc4ccccc34)c2c1	9%[76.3 µM]	?	1%
44	COc1ccc(-c2nnc(SC(C)C(=O)O)o2)cc1 (centres undefined)	-3%[76.3 µM]	5%	12%
45	O=C(Cc1ccc(Cl)cc1)Nc1ccc2nn(-c3ccccc3)nc2c1	11%[76.3 µM]	0%	-5%
46	CC(C)OCCCNc1sc(S(=O)(=O)c2ccccc2)nc1S(=O)(=O)c1ccc(Cl)cc1	-8%[76.3 µM]	0%	3%
47	CCOc1c(Cl)cc(C(=O)N(Cc2ccc(N(C)C)cc2)Cc2ccco2)cc1Cl	3%[76.3 µM]	1%	-12%
48	CCn1c(C(=O)NCc2cc(Br)ccc2OC)cc2oc3ccccc3c21	-20%[76.3 µM]	-1%	4%
49	O=C(COc1ccc(F)cc1)Nc1ccc(S(=O)(=O)N(Cc2ccccc2)c2ccccc2)cc1	-8%[76.3 µM]	6%	7%
50	COC(=O)CSc1nc2c(cnn2-c2ccc(F)cc2)c(=O)[nH]1	-4%	-4%	0%
51	O=S(=O)(c1ccccc1)c1nc(-c2cccs2)oc1N1CCCCC1	-6%[76.3 µM]	?	-15%
52	CCOc1ccc(-n2nc3ccc(NC(=O)c4ccc(-c5cccc(Cl)c5)o4)cc3n2)cc1	-1%[76.3 µM]	-6%	3%
53	CCOc1ccc(C(=O)c2cn(CC(=O)Nc3cc(OC)ccc3OC)c3cc(OC)c(OC)cc3c2=O)cc1	-6%[76.3 µM]	-1%	3%
54	Cc1ccc(C(=O)c2c(N)c(C(=O)Nc3cccc(C(F)(F)F)c3)c3ccccn23)cc1	-2%[76.3 µM]	-2%	-9%
55	O=c1c2ccccc2n(Cc2cccc(Cl)c2)c(=O)n1Cc1ccccc1	-8%[76.3 µM]	-2%	-3%
56	COc1ccc(N(C(=O)c2ccccc2C)S(=O)(=O)c2ccc(Cl)cc2)cc1	-10%[76.3 µM]	5%	3%
57	CCCN(CCC)C(=O)C1CCN(c2cc(C)nc3c(-c4ccc(Cl)cc4)c(C)nn23)CC1	11%[76.3 µM]	-2%	-3%
58	CCOc1ccccc1C(=O)N(Cc1ccco1)Cc1ccccc1F	16%[76.3 µM]	-1%	-9%
59	CC(C)CCn1c(=O)c2cccnc2n(CC(=O)Nc2ccc(F)cc2)c1=O	6%[76.3 µM]	1%	-12%
60	CCOc1ccccc1CNC(=O)c1[nH]c2ccccc2c1Sc1ccccc1	12%[76.3 µM]	-1%	-5%

Individual results from above:
no. 43 in GAA glycogen has 9%[76.3 µM]
no. 32 in TexasRed fluor has 1%
no. 56 in GAA glycogen has -10%[76.3 µM]
no. 44 in TRb SRC2 PPI has 12%
no. 35 in GAA glycogen has -16%

More structures
cpd	canonical_smiles	GAA glycogen	TexasRed fluor	TRb SRC2 PPI
61	O=c1n(Cc2ccccc2)nc2n1-c1ccccc1OC2	1%[76.3 µM]	10µM*[quencher]	-3%
62	COc1cc(C2CC(=O)Nc3c2c(C)nn3-c2nncc(-c3ccccc3)n2)cc(OC)c1OC (centres undefined)	9%[76.3 µM]	-2%	7%
63	COc1cccc(-n2cc(C(=O)NCCc3ccc(C)cc3)c3ccccc3c2=O)c1	-4%[76.3 µM]	1%	8%
64	CCc1ccccc1NC(=O)C(=O)NCC(c1cccnc1)N1CCN(c2ccccc2F)CC1 (centres undefined)	12%[76.3 µM]	5%	-1%
65	CCc1cccc(NC(=O)C2CCN(S(=O)(=O)c3ccc(Br)s3)CC2)c1	-9%[76.3 µM]	-2%	3%
66	COc1ccc(-c2c3c(=O)n(C)c(=O)n(C)c3cn2-c2cccc(N)c2)cc1	-2%[76.3 µM]	-13%	-6%
67	CCCc1nc2ccccc2n2c(-c3cccc(C)c3)c3c(=O)n(C)c(=O)n(C)c3c12	-9%[76.3 µM]	?	-9%
68	CCC1CN(C(=O)Nc2cccc3c2CCCC3)c2cc(C)ccc2O1 (centres undefined)	-6%[76.3 µM]	-7%	-2%
69	Clc1ccc(CCNc2nc3ccccc3c3nc(-c4ccccc4)nn23)cc1	4%[76.3 µM]	-20%	-6%
70	Cc1ccc(C2CC(=O)n3nc(-c4cccc(C)c4)nc3S2)cc1 (centres undefined)	-10%[76.3 µM]	1%	-6%
71	O=c1c2sccc2n(Cc2cc(=O)n3ccccc3n2)c(=O)n1-c1cc(F)ccc1F	11%[76.3 µM]	-30%	1%
72	COc1ccc(Nc2cc(C(=O)NCCc3ccccc3)c3ccccc3n2)cc1OC	3%[76.3 µM]	-1%	-7%
73	CN(C1CCCCC1)S(=O)(=O)c1ccc2c(c1)c(=O)c(C(=O)NCCc1ccccc1)cn2C	7%[76.3 µM]	-3%	-9%
74	COc1cc(OC)c(N(C)C(=O)c2cn(C3CCCC3)c(=O)c3c2c2ccccc2n3C)cc1Cl	3%[76.3 µM]	0%	-3%
75	CCCCc1ccc(NC(=O)c2cc(-c3ccc(C)c(F)c3)on2)cc1	10%[76.3 µM]	-2%	-7%
76	O=C(NCCCc1ccccc1)C1CCN(C(=O)N2CCOc3ccc(Cl)cc32)CC1	30%[76.3 µM]	-27%	-7%
77	CC(=O)Nc1ccc(NC(=O)C(Cc2ccccc2)N2Cc3ccccc3C2=O)cc1 (centres undefined)	-9%[76.3 µM]	-5%	-4%
78	CCc1ccc(S(=O)(=O)c2cn(Cc3ccccc3)c3cc(F)c(F)cc3c2=O)cc1	10%[76.3 µM]	-2%	3%
79	Cc1ccc(C)c(N2CCN(C(=O)CCS(=O)(=O)c3cc(Br)cc4c3N(C(=O)C3CC3)CC4)CC2)c1	-3%[76.3 µM]	0%	-1%
80	Cc1ccc(Cl)cc1NC(=O)/C(C#N)=C\c1cn(Cc2ccc(F)cc2)c2ccccc12	7%[76.3 µM]	-18%	-6%
81	Cc1cccc(CSc2cn(CC(=O)N3CCCCC3)c3ccccc23)c1	-11%[76.3 µM]	-3%	1%
82	O=C(Nc1ccc2oc(-c3cccnc3)nc2c1)c1ccc(-c2ccc(OC(F)(F)F)cc2)o1	-1%[76.3 µM]	2%	-3%
